From PubChem BioAssay
KCNK3 inh: human KCNK3 channel inhibition, primary screen. CHO-KCNK3 thallium flux, FluxOR fluorescence; hits give low values. AID 602410. B-score at 10 µM. 340,000 tested, 0.84% active;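 active = B-score under library mean minus 4 SD, starting fluorescence ratio at most library mean plus 5 SD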;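 also: more negative B-score means stronger inhibition of thallium flux through KCNK3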
Target sequence (O14649 whole entry, looked up): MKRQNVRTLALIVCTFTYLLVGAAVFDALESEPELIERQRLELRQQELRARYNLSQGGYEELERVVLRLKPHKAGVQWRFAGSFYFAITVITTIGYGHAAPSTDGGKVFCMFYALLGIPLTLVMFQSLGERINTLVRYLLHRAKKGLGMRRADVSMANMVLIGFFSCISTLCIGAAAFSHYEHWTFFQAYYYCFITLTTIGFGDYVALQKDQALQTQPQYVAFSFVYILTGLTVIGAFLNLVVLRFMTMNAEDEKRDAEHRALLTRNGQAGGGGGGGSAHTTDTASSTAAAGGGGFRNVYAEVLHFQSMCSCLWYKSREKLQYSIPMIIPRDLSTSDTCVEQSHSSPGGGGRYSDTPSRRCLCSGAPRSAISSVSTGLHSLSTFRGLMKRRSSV
Platelet DG rel: modulates dense granule release in human platelets; human platelet-rich plasma, SFLLRN dense granule ATP release, luminescence; 300,000 tested, 0.22% active; AID 1663; inhibition, %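 (compounds screened at 7.5 µM in platelet-rich plasma)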;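 active = mean replicate score, as percent of positive control, at or above 50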
KCNK9 inh: inhibitors of human KCNK9 two-pore domain potassium channel. AID 488922. 310,000 tested, 1.2% active. Q9NPC2. HEK293 KCNK9, FluxOR thallium flux fluorescence; hits give low values. B-score at 10 µM;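 active = ratio B-score over 3 SD below the library mean, with starting fluorescence within 5 SD of its mean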;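 also: negative B-score means less thallium flux so channel inhibition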
KCNQ1 pot: human KCNQ1 channel potentiation or activation; P51787; CHO-K1 KCNQ1, thallium flux FluxOR fluorescence; hits give high values; B-score at 10 µM; 310,000 tested, 0.35% active; AID 2648;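 active = fluorescence ratio B-score, a plate-corrected score, at least three library SD, with initial intensity B-score within 5 SD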
Target sequence (P51787 whole entry, looked up): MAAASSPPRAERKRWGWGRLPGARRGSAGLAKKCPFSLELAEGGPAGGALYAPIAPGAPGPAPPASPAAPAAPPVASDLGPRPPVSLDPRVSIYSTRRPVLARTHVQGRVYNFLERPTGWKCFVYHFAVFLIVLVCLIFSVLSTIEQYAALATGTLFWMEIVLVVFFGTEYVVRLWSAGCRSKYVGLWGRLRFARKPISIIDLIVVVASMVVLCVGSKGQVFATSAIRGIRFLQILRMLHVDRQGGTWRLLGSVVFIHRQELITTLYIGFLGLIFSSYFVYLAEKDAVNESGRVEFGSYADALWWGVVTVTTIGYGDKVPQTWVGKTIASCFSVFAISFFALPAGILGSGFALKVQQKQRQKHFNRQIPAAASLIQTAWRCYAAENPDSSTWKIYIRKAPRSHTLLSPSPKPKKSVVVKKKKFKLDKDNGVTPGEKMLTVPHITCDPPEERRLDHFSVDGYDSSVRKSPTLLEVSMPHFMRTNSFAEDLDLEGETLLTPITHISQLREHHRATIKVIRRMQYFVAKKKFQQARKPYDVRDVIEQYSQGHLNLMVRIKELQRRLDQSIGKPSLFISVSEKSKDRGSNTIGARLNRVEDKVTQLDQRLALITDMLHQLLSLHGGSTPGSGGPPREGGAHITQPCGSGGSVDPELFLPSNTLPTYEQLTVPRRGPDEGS
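Doses: Single concentration per compound, DMSO matched to controls | Test system: KCNQ1-transfected CHO-K1 cells | Timing: 90 min dye loading and 20 min compound exposure, both at room temperature | Measured by: Kinetic FluxOR thallium fluorescence, 10-s 1-Hz baseline, 110-s post-stimulus read | Medium: Assay buffer with matched DMSO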
hERG protect: shields human hERG channel from block by proarrhythmic agents; Q12809; CHO-hERG, FluxOR thallium flux, dofetilide IC70 present; activation (rescue from dofetilide block), less the hit threshold, % at 10 µM; 310,000 tested, 0.51% active;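 active = activation above the mean of controls blocked by dofetilide plus 5 SD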;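 also: thallium influx through hERG after potassium depolarization seen as dye fluorescence rise; in these data hits start at about 4.7%; inactives centre near -7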
DYRK1A inh: inhibitors of rat Dyrk1A kinase. ADP-Glo luminescence, NFATc1 peptide. inhibition, % at 12.5 µM. 310,000 tested, 0.43% active; in the data active = inhibition above about 50%;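 also: plate controls were vehicle with enzyme for no effect and no enzyme for full effect; many of its hits are not listed in these tables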
TRPC4 potent: TRPC4 (mouse) allosteric potentiation; Q9QUQ5; B-score at 10 µM; 310,000 tested, 0.42% active; HEK293 TRPC4beta/mu-opioid, DAMGO EC20, Fluo-4 Ca2+ flux; hits give high values; AID 2227;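 active = B-score of calcium response area above 5 SD of library B-scores, with initial fluorescence ratio within 5 SD of library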;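 also: B-score of integrated fluorescence ratio over time as area under calcium response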
PolyA inh: inhibitors of polyadenylation in S. cerevisiae | S. cerevisiae SKY197-pL101 polyadenylation reporter, beta-gal luminescence; efflux-impaired pdr1/pdr3 knockout yeast; score 100 = 6 SD above DMSO | 300,000 tested, 0.02% active | AID 1875 | calls only at 12 µM;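 active = lowest replicate activity score at least 50, where 100 means six control SD above control mean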;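 also: yeast exposed to compound for 9 h at 30 °C; higher score means more reporter readthrough which indicates perturbed polyadenylation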
KCNQ1 block: human KCNQ1 channel inhibition | P51787 | B-score at 10 µM | 310,000 tested, 1.3% active | CHO-K1 KCNQ1, FluxOR thallium flux fluorescence; hits give high values | AID 2642;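 active = compounds whose thallium flux B-score, printed positive for inhibition, exceeds three library SD while starting fluorescence stays within three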;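 also: channel opened by potassium depolarization with thallium stimulus after 20 min compound exposure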
TRPC4 act: opens the mouse TRPC4 cation channel. HEK293 TRPC4beta/mu-opioid, Fluo4 calcium fluorescence; hits give high values. B-score at 10 µM. 310,000 tested, 0.49% active;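 active = B-score above 5 SD of library B-scores, and initial fluorescence ratio not above library mean plus 5 SD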;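 also: positive B-score marks a calcium rise read as TRPC4 activation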
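Test system: HEK293 cells stably co-expressing mouse TRPC4beta and mu-opioid receptor | Schedule: Fluo4 dye loading 45 min at room temperature, 110 s recording | Measured by: Kinetic Fluo4 calcium fluorescence, 5 s baseline at 1 Hz | Evaluation: B score of integrated ratio | Controls: Buffer (low) and maximal DAMGO (high)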
TRPC4 block: inhibitors of mouse TRPC4 channel. HEK293 TRPC4beta/mu-opioid, DAMGO-evoked Fluo4 calcium flux; hits give low values. B-score at 10 µM. 300,000 tested, 0.39% active;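 active = B-score over 3 SD under the library average, no early fluorescence shift, positive overall ratio signal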
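Material: HEK293 cells with stable TRPC4beta plus mu-opioid receptor expression; probe or stimulus: DAMGO in two steps, submaximal then maximal; technique: Fluo4 calcium fluorescence by kinetic imaging, 5 s 1 Hz baseline; measure: integrated fluorescence ratio relative to baseline, converted to per-well B score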
Starred values were filed as active, the others as inactive; i = inactive; / = no result given. Not all compounds are listed, so the mix of outcomes need not match the whole.

mol	KCNK3 inh	Platelet DG rel	PolyA inh	hERG protect	KCNQ1 block	TRPC4 block	TRPC4 potent	TRPC4 act	DYRK1A inh	KCNQ1 pot	KCNK9 inh
Cc1noc(C)c1CCC(=O)NC1CCCN(Cc2ccc(Cl)cc2)C1 (configuration not stated)	i	0	i	-7	i	i	i	i	9	i	i
COc1cc(C2C(=O)c3ccccc3C2=O)ccc1O	i	4	i	-10	i	i	i	i	69*	i	i
COc1ccc(CNC(=O)c2ccc(CS(=O)(=O)Cc3ccccc3F)o2)cc1	i	-1	i	-7	i	i	i	i	9	i	i
Cc1c(N/C=C/C(=O)C(F)(F)F)c(=O)n(-c2ccccc2)n1C	i	5	i	-5	i	i	i	i	-4	i	i
Cc1ccc(-c2nnc(N3CCCCC3)c3ccccc23)cc1S(=O)(=O)N(C)C	i	10	i	-5	i	i	i	i	/	i	i
Fc1ccccc1-c1nc(NCc2ccco2)c2ccccc2n1	i	-4	i	-6	i	i	i	i	9	i	i
COC(=O)C1=C(C(=O)OC)[C@@H]2N(C)c3ccccc3[C@@]23C[C@@H](CO)N=C3N1	/	4	i	-7	i	i	i	i	/	i	i
O=C(Nc1cccc(-c2cn3cccnc3n2)c1)c1ccc(Br)o1	-9.6*	-9	i	-13	i	i	i	i	51*	i	-8.7*
O=C(NCc1ccco1)C1c2ccccc2Oc2ccccc21	i	-10	i	-6	i	i	i	i	6	i	i
CN1CCN(Cc2cccc(Oc3ccccc3)c2)CC1	i	1	i	-10	i	i	i	i	-6	i	i
COc1ccc(C)cc1NC(=O)CCN1CC(C)OC(C)C1 (configuration not stated)	i	-15	i	-2	i	i	i	i	2	i	i
O=C(NCc1ccc2c(c1)OCO2)c1cccnc1Cl	i	-3	i	-2	i	i	i	i	/	i	i
CCCn1c(C)cc(C(=O)CSc2nc3ccccc3c(=O)n2Cc2ccco2)c1C	i	1	i	-2	i	i	i	i	-3	i	i
O=C(Nc1ccc(Cl)cc1F)C1CC1c1ccccc1 (configuration not stated)	i	2	i	-4	i	i	i	i	4	i	i
COc1cccc(-c2nn(-c3ccc(C)cc3)cc2C(=O)NCC(c2cccs2)N2CCOCC2)c1 (configuration not stated)	i	7	i	-10	i	i	i	i	7	i	i

(next part)
mol	KCNK3 inh	Platelet DG rel	PolyA inh	hERG protect	KCNQ1 block	TRPC4 block	TRPC4 potent	TRPC4 act	DYRK1A inh	KCNQ1 pot	KCNK9 inh
COc1ccc2[nH]cc(C(=O)CN3CCN(C(=O)c4ccco4)CC3)c2c1	i	0	i	-4	i	i	i	i	1	i	i
O=C(NCCCN1CCOCC1)c1ccc2c(=O)n(Cc3cccc(Br)c3)c(=S)[nH]c2c1	i	2	i	-6	i	i	i	i	-4	i	i
CCOc1ccc(NC(=S)N2CCC(NC(=O)c3ccccc3)CC2)cc1	i	12	i	-8	i	i	i	i	-4	i	i
O=[N+]([O-])c1ccc2nc(-c3ccccc3)n(OCc3ccc(Cl)cc3)c2c1	i	0	i	-6	i	i	i	i	10	i	i
S=C(NCc1ccco1)NCC(c1ccco1)N1CCCCC1 (configuration not stated)	i	-6	i	-20	i	i	i	i	4	i	i
CN(Cc1cnccn1)C(=O)C1CCC(=O)N(CCc2ccc(Cl)cc2)C1 (configuration not stated)	i	-12	i	-9	i	i	i	i	8	i	i
COc1ccc(NC(=O)CCNS(=O)(=O)c2ccc(Cl)c([N+](=O)[O-])c2)cc1S(N)(=O)=O	i	-7	i	-8	i	i	i	i	-4	i	i
CCS(=O)(=O)c1nc2ccccc2n1CC(=O)N1CCCCC1	i	6	i	-5	i	i	i	i	-4	i	i
CCOC(=O)C1(CCOc2ccccc2)CCN(C(=O)c2ccc(-n3cccn3)cc2)CC1	i	-1	i	-22	i	i	i	i	4	i	i
COc1cc(OC)cc(C(=O)OCCCOC(=O)c2cc(OC)cc(OC)c2)c1	i	-2	i	-7	i	i	i	i	3	i	i
O=C(Nc1cccc(Cl)c1)c1ccc(NCCCN2CCOCC2)c([N+](=O)[O-])c1	i	-10	i	-9	i	i	i	i	0	i	i
Cc1cc(C(=O)NN=C2CCCCCC2)c(C)o1	i	1	i	-6	i	i	i	i	2	i	i
COc1ccc(/C=N/Nc2nccnc2Cl)cc1	i	82*	i	-4	i	i	i	i	/	i	i
COC(=O)c1c(NC(=S)NNS(=O)(=O)c2ccc(OC)cc2OC)sc2c1CCCCCC2	i	-11	i	-15	i	i	i	i	1	i	i
CCC(=O)NC(=S)Nc1ccc(NC(=O)c2ccco2)c(OC)c1	i	4	i	-10	i	i	i	i	-5	i	i

More structures follow.
mol	KCNK3 inh	Platelet DG rel	PolyA inh	hERG protect	KCNQ1 block	TRPC4 block	TRPC4 potent	TRPC4 act	DYRK1A inh	KCNQ1 pot	KCNK9 inh
COc1ccccc1N(C)S(=O)(=O)c1ccc(C(=O)OCC(=O)NCCC2=CCCCC2)cc1	i	-4	i	1	i	i	i	i	-7	i	i
CCC(C)(C)n1nnnc1C(C(C)C)N(Cc1cccnc1)Cc1ccco1 (configuration not stated)	i	9	i	-4	i	i	i	i	11	i	i
C(=C\c1ccccc1)/CN1CCN(Cc2ccc3c(c2)OCO3)CC1	i	-8	i	-4	i	i	i	i	-4	i	i
COc1ccc(-n2cc(CN(C)Cc3n[nH]c(=O)[nH]3)c(-c3cccc(F)c3)n2)cc1	i	6	i	-13	i	i	i	i	7	i	i
CC(=O)N1CCN(C(=S)NC(=O)c2c(-c3ccccc3Cl)noc2C)CC1	i	-1	i	-11	i	i	i	i	/	i	i
Cc1ccc(N2C(=O)/C(=C/c3ccco3)SC2=S)cc1	i	1	i	-8	i	i	i	i	3	i	i
CCC(=O)N(Cc1cc(=O)[nH]c2ccccc12)C1CCCCC1	i	3	i	-6	i	i	i	i	-4	i	i
Cc1nn(C(C)C(=O)NCCCc2ccccc2)c(=O)c2nn(-c3ccccc3)c(C)c12 (configuration not stated)	i	10	i	-8	i	i	i	i	-3	i	i
Cc1ccccc1C(=O)Nc1ccccc1C(=O)NCC(C)C	i	-4	i	-1	i	i	i	i	-1	i	i
O=C(NCCNC1CCC(c2ccccc2)CC1)c1ccc(F)cc1 (configuration not stated)	i	-8	i	-8	i	i	i	61*	6	i	i
COc1ccccc1C(=O)Nc1ccnn1C1CCN(CCCC2CCCC2)CC1	i	-14	i	-16	i	i	i	i	-1	i	i
COc1cc(NC(=S)N2CCC(C(O)(c3ccccc3)c3ccccc3)CC2)cc(OC)c1	i	1	i	-3	i	i	i	i	-31	23*	i
CCOc1ccccc1N(CC(=O)NC1CCCCC1)C(=O)CNC(=O)c1ccco1	i	-5	i	-5	i	i	i	i	-6	i	i
COC(=O)c1cc2sc(Cl)cc2n1CC(=O)NCC1CCCO1 (configuration not stated)	i	-3	i	4	i	i	i	i	0	i	i
CCN(C(=O)c1cccs1)C1CCS(=O)(=O)C1 (configuration not stated)	i	-3	i	-5	i	i	i	i	-8	i	i

Next section.
mol	KCNK3 inh	Platelet DG rel	PolyA inh	hERG protect	KCNQ1 block	TRPC4 block	TRPC4 potent	TRPC4 act	DYRK1A inh	KCNQ1 pot	KCNK9 inh
COc1ccc(NCc2nnc(SCc3ccccc3)n2-c2ccc(OC)cc2)cc1	i	0	i	-21	i	i	i	i	0	i	i
NC(Cc1ccccc1)C(=O)N1CCCCC1 (configuration not stated)	i	-27	i	-2	i	i	i	i	-4	i	i
COC(=O)CCCCC1SCC2NC(=O)NC21O (configuration not stated)	i	6	i	-6	i	i	i	i	/	i	i
CC(C)Nc1nc(Oc2ccc(Cl)cc2Cl)cc(C(F)(F)F)n1	i	0	i	-10	7*	i	i	i	-1	i	i
COc1cc(/C=C2/NC(=O)NC2=O)cc(Br)c1OCc1ccc(C(=O)O)cc1	i	0	i	-4	i	i	i	i	-4	i	i
O=[N+]([O-])c1cc(C(F)(F)F)ccc1N/N=C/c1cc2ccccc2nc1Cl	/	3	i	-8	i	i	i	i	/	i	i
CCOc1ccccc1NC(=O)CN1C(=O)COc2ccc(S(=O)(=O)N3CCOCC3)cc21	i	-5	i	-9	i	i	i	i	3	i	i
NS(=O)(=O)c1ccc(NC(=O)c2cccc(N3C(=O)c4ccccc4C3=O)c2)cc1	i	6	i	-2	i	i	i	i	1	i	i
NC(=O)C(c1ccc(Cl)cc1)c1ncc(C(F)(F)F)cc1Cl (configuration not stated)	i	-2	i	-11	i	i	i	i	6	i	i
CCCCNC(=S)Nc1cc([N+](=O)[O-])ccc1C	i	0	i	-2	i	i	i	i	3	i	i
COc1ccc(NC(=O)C2CCN(c3nc(C)cc(C)n3)CC2)cc1	i	4	i	-7	i	i	i	i	1	i	i
COc1ccc(C(=O)NC2CC2)cc1OC1CCN(C/C=C/c2ccccc2)CC1	i	-5	/	-19	i	i	i	i	-4	i	i
CC(NS(=O)(=O)c1ccc(CCC(=O)NCC2CCCO2)cc1)c1ccccc1 (configuration not stated)	i	-3	i	-7	i	i	i	i	2	i	i
CCOC(=O)c1c(CN2CCCCC2)n(C)c2cc(Br)c(OC)cc12	i	3	i	-8	i	i	i	i	1	i	i
Nc1nc(SCC(=O)NC2CCCCCC2)[nH]c(=O)c1-c1ccccc1	i	-1	i	-6	i	i	i	i	-6	i	i

(list continues)
mol	KCNK3 inh	Platelet DG rel	PolyA inh	hERG protect	KCNQ1 block	TRPC4 block	TRPC4 potent	TRPC4 act	DYRK1A inh	KCNQ1 pot	KCNK9 inh
C=CCSc1nnc(NC(=O)c2nc(SCC)ncc2Cl)s1	i	-1	i	-5	i	i	i	i	5	i	i
O=C(COC(=O)/C=C/c1cccc(F)c1)Nc1ccccc1-c1ccccc1	i	11	i	-6	i	i	i	i	3	i	i
COc1ccc(-c2cc(C(=O)N3CCN(c4ccccc4OC)CC3)no2)cc1	i	-9	i	-10	i	i	i	i	0	i	i
Cc1ccc(C(NC(=O)NCCCN2CCOCC2)=C(Cl)Cl)cc1F	i	3	i	-2	i	i	i	i	3	i	i
COc1cc(CN2CCN(CC#Cc3ccccc3)CC2CCO)cc(OC)c1 (configuration not stated)	i	-7	i	-9	i	i	i	i	-1	i	i
O=C(COC(=O)CSc1ccccc1)NNC(=O)c1ccc([N+](=O)[O-])cc1	i	18	i	-8	i	i	i	i	4	i	i
CS(=O)(=O)N1N=C(c2ccccc2)CC1c1ccc2c(c1)OCO2 (configuration not stated)	i	18	i	-8	i	i	i	i	-3	i	i
